# NCOA2 inhibitor – inhibits human steroid receptor coactivator 2; Q15596; HEK293 GAL4-SRC2 luciferase reporter, luminescence; inhibition, % at 9 µM; 0.17% of 370,000 active;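 active = inhibition above the mean inhibition of all tested compounds plus 3 SD, set per campaign, cut at about 52% in these data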;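 also: 0% = DMSO treated cells and 100% = cells given Gossypol at 36 µM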
# ABHD5 PLIN5 PPI – ABHD5-PLIN5 protein interaction inhibition. AID 602281. inhibition, % at 4 µM. 0.78% of 360,000 active. Q00G26+Q8WTS1. Split G. princeps luciferase complementation, luminescence, 4 h;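 active = inhibition above the mean inhibition across every tested compound plus 3 SD, cut at about 22% in these data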;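 also: 0% = DMSO only wells and the 100% control is not disclosed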
# Exocytosis inh – blocks lytic granule exocytosis; TALL-104 LAMP-1 surface exposure, flow cytometry; cells stimulated with thapsigargin and PMA; inhibition, % at 10 µM; 0.66% of 360,000 active;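 active = inhibition above about 55%, limit read from the data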
# TLR9-MyD88 inh – inhibitors of human TLR9-MyD88 binding | Q9NR96+Q99836 | CHO BLA complementation TLR9-MyD88, CCF4 FRET ratio | inhibition, % at 4.98 µM | 0.21% of 340,000 active | AID 504734;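 active = inhibition above the mean over all tested compounds plus 3 SD, cut at about 21% in these data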;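 also: 0% = DMSO only wells and 100% = clavulanate BLA inhibitor control wells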
# TWEAK-Fn14 inh – inhibitors of TWEAK-Fn14 interaction signaling. TWEAK-stimulated Fn14 reporter cells, luciferase luminescence, 8 h. inhibition, % at 10 µM. 2% of 360,000 active; in the data active = inhibition above about 50%
# TROY NFkB inh – blocks TROY-dependent signaling in reporter cells; Q293 LMP1-TROYcd NF-kB luciferase reporter, 4 h; inhibition, % at 10 µM; 0.98% of 360,000 active; AID 1347056;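 active = compounds whose plate-normalised and pattern-corrected inhibition of the luciferase reporter signal at the single screening dose is 50% or more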
# NR5A2 inv ag – inverse agonists of human LRH-1 (NR5A2); inhibition, % at 3.6 µM; AID 602396; 0.13% of 360,000 active; HEK293T StAR-luciferase reporter, LRH-1 transfected, 24 h; O00482;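 active = inhibition above the mean inhibition of all tested compounds plus 3 SD, cut at about 73% in these data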;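 also: 0% = DMSO wells and 100% = reporter-only cells lacking LRH-1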
# Target sequence (O00482 whole entry, looked up): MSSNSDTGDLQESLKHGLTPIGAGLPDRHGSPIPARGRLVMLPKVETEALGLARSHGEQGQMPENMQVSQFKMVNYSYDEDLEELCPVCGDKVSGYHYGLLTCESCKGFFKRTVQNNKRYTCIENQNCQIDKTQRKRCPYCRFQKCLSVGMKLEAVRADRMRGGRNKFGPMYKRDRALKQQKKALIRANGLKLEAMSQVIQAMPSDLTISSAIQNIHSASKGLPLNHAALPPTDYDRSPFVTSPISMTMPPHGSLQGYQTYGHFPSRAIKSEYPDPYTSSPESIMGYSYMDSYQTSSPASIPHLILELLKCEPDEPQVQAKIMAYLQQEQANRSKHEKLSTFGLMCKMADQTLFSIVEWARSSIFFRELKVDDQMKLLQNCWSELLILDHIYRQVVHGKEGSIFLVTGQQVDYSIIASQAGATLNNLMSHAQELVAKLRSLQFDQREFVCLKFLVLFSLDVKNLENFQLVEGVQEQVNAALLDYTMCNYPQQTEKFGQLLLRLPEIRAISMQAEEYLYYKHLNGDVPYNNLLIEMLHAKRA
# NCOA1 inh – human NCOA1 inhibition | Q15788 | HEK293 GAL4-SRC1 luciferase reporter, luminescence | inhibition, % at 3.6 µM | 0.12% of 360,000 active | AID 588354;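 active = inhibition above the campaign mean plus 3 SD, with each screening campaign given its own cutoff, cut at about 60% in these data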;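 also: 0% = DMSO treated cells and 100% = gossypol at 36 µM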
# NR2F2 inh – NR2F2 (human) inhibition, primary screen. P24468. AID 686940. inhibition, % at 8.6 µM. 0.7% of 370,000 active. HEK293T NGFI-A luciferase reporter, luminescence;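 active = inhibition above a per-plate cutoff, mean inhibition of test wells between control levels plus 3 SD, cut at about 38% in these data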;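 also: cells cotransfected with COUP-TFII expression vector driving the NGFI-A reporter; 0% = median of COUP-TF2 test wells and 100% = reporter-only cells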
# Target sequence (P24468 whole entry, looked up): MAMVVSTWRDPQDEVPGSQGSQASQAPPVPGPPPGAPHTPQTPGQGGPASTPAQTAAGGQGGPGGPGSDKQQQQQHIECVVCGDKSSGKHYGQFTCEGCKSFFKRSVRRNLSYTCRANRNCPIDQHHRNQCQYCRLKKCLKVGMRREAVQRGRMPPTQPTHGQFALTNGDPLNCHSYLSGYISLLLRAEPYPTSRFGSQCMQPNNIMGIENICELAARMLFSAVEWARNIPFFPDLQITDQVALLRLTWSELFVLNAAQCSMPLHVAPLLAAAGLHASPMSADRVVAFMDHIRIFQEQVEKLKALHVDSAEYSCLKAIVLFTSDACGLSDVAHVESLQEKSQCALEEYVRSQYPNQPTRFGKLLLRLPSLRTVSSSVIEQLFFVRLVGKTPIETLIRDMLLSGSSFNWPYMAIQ
# NCOA3 inh – inhibits human SRC3 coactivator; 0.17% of 360,000 active; HEK293 GAL4-SRC3 luciferase reporter, luminescence; inhibition, % at 3.6 µM; Q9Y6Q9;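 active = inhibition above a per-campaign cutoff, the mean of all compounds plus 3 SD, cut at about 60% in these data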;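 also: 0% = DMSO-treated cells and 100% = gossypol-treated cells at 36 µM; higher means less SRC3-driven luciferase light from the GAL4 reporter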
# NOD2-RIPK2 inh – inhibitors of human NOD2-RIPK2 interaction | 0.38% of 360,000 active | O43353 | inhibition, % at 4.98 µM | CHO BLA complementation NOD2-RIPK2, CCF4 ratio; in the data active = inhibition above about 21%;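 also: 0% = vehicle only and 100% = reference blocker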
# Numbers without * were called inactive; · = no result given. Some of the compounds tested (hit frequency here may not be typical).
SMILES,NCOA2 inhibitor,ABHD5 PLIN5 PPI,Exocytosis inh,TLR9-MyD88 inh,TWEAK-Fn14 inh,TROY NFkB inh,NR5A2 inv ag,NCOA1 inh,NR2F2 inh,NCOA3 inh,NOD2-RIPK2 inh
COc1ccnc(Nc2cccc(C)c2)c1C#N,-3,8,6,-6,-15,7,-8,-15,-3,8,-11
COc1ccccc1N(CC(=O)Nc1cc(S(=O)(=O)N(C)C)ccc1C)S(=O)(=O)c1cccs1,0,2,10,0,20,1,6,-2,12,-24,-12
O=C(c1ccco1)n1nc(-c2ccccc2)nc1SCc1ccccc1,-2,6,0,-10,-3,-69,-53,-13,-11,-7,6
O=C(CCN1C(=O)COc2ccccc21)NCCN1CCOCC1,-3,10,2,2,26,-3,-18,-10,1,23,0
CCOC(=O)C(NC=O)(NC(C)(C)C)C(=O)OCC,-1,-5,0,-12,-27,14,-3,-8,-10,14,-2
Nc1ccc(-c2nc3ccc(-c4nc5ccccc5o4)cc3[nH]2)cc1,-48,2,16,2,31,-34,-70,-42,-5,-17,10
CC(=O)C1=CCC(c2ccc(C(C)C)cc2)N(S(=O)(=O)c2ccc(C)cc2)C1 (stereo not given),-28,6,-2,·,-9,-8,5,-25,3,-7,6
COc1ccc(C2NC(=O)NC(C)=C2C(=O)OC2CCCCC2)cc1OC (stereo not given),19,-1,-7,2,1,3,2,4,-5,-6,-9
Clc1cc2cccnc2c2ccccc12,12,-3,-1,-13,-15,-2,-6,4,-1,27,-11
CN1CC(=O)N(CC(=O)NCc2ccc3c(c2)OCO3)C1=O,-4,2,-3,-3,-6,-10,-14,0,-15,25,-1
Cc1ccc2[nH]c(=O)c3cc(C(=O)N(C)c4ccc(C)c(C)c4)sc3c2c1,-3,4,8,2,-2,8,15,-7,-8,9,2
Cc1ccc(Cn2cc(C(=O)c3ccc(F)cc3)c(=O)c3cc4c(cc32)OCCO4)cc1,-10,1,-3,-16,-10,11,-10,-4,4,-1,-8
CCN1C(=O)C(O)(CC(=O)c2c(C)coc2C)c2ccccc21 (stereo not given),-13,2,-3,2,9,-5,-12,5,8,-4,-1
CCOC(=O)C1=C(CS(=O)(=O)c2ccccc2)NC(=O)NC1c1cccc(OC)c1 (stereo not given),16,-2,-5,9,0,-22,22,-20,-4,18,-5
OCCn1c(SC2CCCCC2)nc2ccccc21,-3,-5,-1,6,11,6,7,7,-6,-2,2
CCN(CC)c1ccc(NC(=O)c2cc(Cl)ccc2OC)cc1,-39,-8,-3,-1,-50,-4,6,-7,-2,-1,1
CC1C(=O)C(C)(C)C(=O)OC1c1ccccc1 (stereo not given),-5,3,2,5,1,-1,-16,7,12,12,1
FC(F)(F)c1ccccc1Cc1c(-c2ccco2)nc2ccc(Br)cn12,-18,34*,11,·,15,1,27,13,12,0,-9
C[C@@]12CC(=O)NC1N(C(=O)c1ccccc1)C(c1ccccc1OC(=O)c1ccccc1)C2 (stereo not given in full),-37,5,-3,0,1,-18,7,-6,11,-4,1
O=C(c1ccccc1)C1CCc2occc2C1=O (stereo not given),-15,-5,1,2,-3,0,-1,3,8,8,-6
COc1cccc(CN2CC(C(=O)N3CCCO3)CCC2=O)c1 (stereo not given),-20,-3,-16,-4,-8,-18,-27,-7,0,-9,-1
CN(C)Cc1c(O)ccc2[nH]cnc12,22,1,-9,9,-5,-6,-12,2,-3,-1,2
CCOc1ccc(-n2c(=O)c3c4c(sc3n(CC(=O)NCC3CCCO3)c2=O)CCC4)cc1 (stereo not given),-38,-10,4,-4,-12,4,8,-9,-13,18,-3
CC1CCCCN1S(=O)(=O)c1cccc2cccnc12 (stereo not given),-2,-6,-3,3,16,-11,-10,6,11,19,-3
O=C(Cc1c(Cl)cccc1Cl)NC1=NCCS1,·,-12,-1,4,7,24,14,7,·,12,-14
# Next part.
SMILES,NCOA2 inhibitor,ABHD5 PLIN5 PPI,Exocytosis inh,TLR9-MyD88 inh,TWEAK-Fn14 inh,TROY NFkB inh,NR5A2 inv ag,NCOA1 inh,NR2F2 inh,NCOA3 inh,NOD2-RIPK2 inh
CN(C)c1cccc(/C=C(\C#N)c2ccccc2)c1,-40,-5,-4,0,31,-30,-85,-140,-44,-107,8
CCNC(=O)C(Sc1ccccc1)c1ccccc1 (stereo not given),-18,-1,-2,0,4,6,8,-1,3,14,-8
CCCCc1c(-c2ccc(F)cc2)ncn1CCc1ccccc1OC,-16,-10,7,·,23,23,-43,·,12,·,-2
Cc1cccc(NC(=O)CSc2nc(-c3ccccc3)c(C#N)c(=O)[nH]2)c1C,-36,2,-1,-3,17,12,13,-18,11,-1,-10
Cc1cc(C)c2c(n1)SCC(=O)N2CC(=O)Nc1c(C)cccc1C,-7,6,-2,6,15,-22,-4,12,17,3,-14
CCOC(=O)N1CCN(C(=S)NC2CCCC2)CC1,-9,-1,21,-6,5,5,7,-15,1,4,-8
Cc1ccc(O)c(N=CC2=C(O)c3ccccc3C2=O)c1,-46,-15,2,-14,-27,2,-85,-89,-42,-85,1
Cn1c(CCNC(=O)c2cccs2)nnc1SCC(=O)Nc1nc(-c2ccccc2)cs1,-2,-4,-1,-3,12,-19,19,-13,-3,-9,7
Cc1ccc(C=NNC(=O)C(=O)Nc2ccc(Cl)c([N+](=O)[O-])c2)cc1,1,-7,-3,·,-8,-11,-1,-3,2,-29,1
CCN(C(=O)CSc1ncccn1)c1c(N)n(Cc2ccccc2)c(=O)[nH]c1=O,-16,6,2,3,-15,-13,-1,-3,-18,-7,0
COC(=O)C1CC(Cl)CN1c1ncc(C(F)(F)F)cc1Cl (stereo not given),-7,-9,-2,0,1,21,7,2,16,0,-4
CC(C)(C)c1cccc(Oc2nn[nH]n2)c1,-5,7,-2,3,5,-16,19,0,-3,1,9
O=C(NC12CC3CC(CC(C3)C1)C2)N1CCN(c2ccccn2)CC1,-5,-1,2,-15,-7,-5,1,8,12,-2,-17
COC(=O)c1ccc(N(C(=O)CNC(=O)c2ccco2)C(C(=O)NCC2CCCO2)c2ccc(OC)c(OC)c2)cc1 (stereo not given),20,-3,-2,9,-8,3,17,1,3,14,-5
CCOCCCNC(=O)C1CCCN(S(=O)(=O)CC)C1 (stereo not given),-10,0,0,-2,-16,1,12,-15,9,4,3
CCCCC(=O)NC(Nc1nc(C2CC2)cs1)(C(=O)OCC)C(F)(F)F (stereo not given),2,-2,-2,7,-1,0,9,-2,1,7,1
CCC(CC)C(=O)Nc1cccc(C(=O)c2ccccc2)c1,-14,0,4,-7,8,-11,10,6,6,7,-16
COCCCN1C(=O)c2[nH]nc(-c3ccccc3O)c2C1c1ccc(Cl)cc1 (stereo not given),-1,-1,1,11,16,1,2,-16,-1,5,7
COCCCNC(=O)C1CC(=O)N(CCc2ccccc2)C1 (stereo not given),10,-5,1,2,16,8,1,5,3,-2,0
Cc1cccc(Nc2c([N+](=O)[O-])c(=O)oc3ccccc23)c1,3,1,-6,-16,-20,-30,1,-25,5,16,-3
Cc1ccc(S(=O)(=O)c2cccc(S(=O)(=O)N3CCOCC3)c2)cc1S(=O)(=O)N1CCOCC1,7,-1,1,-9,11,6,-2,-6,-5,4,3
COCCC(=O)NC12CC3CC(CC(C3)C1)C2,8,1,7,7,2,-8,-3,-3,13,9,5
Cc1ccc(OCC(=O)N(C)CC(=O)N(CC(C)C)c2c(N)n(CC(C)C)c(=O)[nH]c2=O)c(C)c1,18,-8,-10,-4,15,-2,-6,4,-2,17,-2
O=C(Nc1cc(S(=O)(=O)N2CCCCC2)ccc1N1CCCCC1)C1CC1,17,4,-1,-6,-8,15,-14,-17,10,-6,-8
CCC(=O)NC(Nc1sc2c(c1C(=O)OC)CCN(C)C2)(C(F)(F)F)C(F)(F)F,-13,7,-4,-5,0,14,6,8,21,-5,-7
# The results go on.
SMILES,NCOA2 inhibitor,ABHD5 PLIN5 PPI,Exocytosis inh,TLR9-MyD88 inh,TWEAK-Fn14 inh,TROY NFkB inh,NR5A2 inv ag,NCOA1 inh,NR2F2 inh,NCOA3 inh,NOD2-RIPK2 inh
COC(=O)Cc1cc(=O)oc2cc(OC)ccc12,-38,0,1,-1,-20,-45,16,9,10,1,1
CCOc1cccc(C(=O)Nc2ccccc2OC(F)F)c1,-16,-6,-6,-7,-13,-23,3,0,-20,-16,-5
CCCS(=O)(=O)NC(=O)C1(C)CCCN(C(=O)c2ccc3c(c2)OCO3)C1 (stereo not given),·,10,-6,·,0,1,1,1,·,-6,-5
COc1ccccc1/C=C/C1C(C(=O)OCC(C)C)=C(C)N=C2SCCC(=O)N21 (stereo not given),10,-1,-2,11,-5,-13,-41,-11,27,-17,-9
COc1ccc2nc3c(cc2c1)c(NC(=O)c1cccs1)nn3CC(C)C,-68,-2,12,-7,51*,4,40,-26,2,15,-4
CC(C)Oc1ccccc1NC(=O)CSc1nc2ccccc2c(=O)n1C,4,13,6,-15,19,29,1,26,22,17,0
CCC(C)N(C(=O)COc1ccc(-c2nnco2)cc1)C1CCS(=O)(=O)C1 (stereo not given),-19,12,-2,8,4,-3,-3,-6,12,-1,-5
C=CCNC(=O)CNS(=O)(=O)c1ccc(F)cc1,-5,-14,-1,2,21,-8,-10,-14,-4,14,-5
COc1ccccc1/C=C/CN1CCC(Oc2ccc(C(=O)N3CCCC3)cc2)CC1,3,5,2,4,9,12,-16,-9,21,3,0
C/C(=N\NC(=O)c1c(Cl)cnn1C)c1cccc(NC(=O)C(C)C)c1,2,-2,-1,-9,-10,4,-3,15,-23,15,-12
COc1ccc(C(=O)C2CCCN(C(=O)c3ccnn3C)C2)c(C)c1 (stereo not given),-2,0,-6,5,3,7,14,-1,10,8,-10
COC(=O)Nc1[nH]ncc1[N+](=O)[O-],-1,-3,-4,-5,-45,-5,-2,-19,8,7,2
COc1ccccc1C(=O)NC(CCSC)C(=O)OCC(=O)NC(=O)NCc1ccco1 (stereo not given),-10,2,-2,-15,-16,0,13,12,-2,9,-8
OCC1(Cc2cccc(Cl)c2)CCCN(Cc2ccc(F)c(F)c2)C1 (stereo not given),-20,-18,0,-7,-21,-10,-8,8,6,2,-13
O=C(Nc1ccc(NC(=O)c2cc3ccccc3o2)cc1)c1ccco1,-22,0,46,-2,-6,-27,-42,-13,-12,-6,9
Fc1ccc2c(c1)C(c1ccncc1)=NNC(c1ccc(Br)cc1)=N2,-19,-1,-5,-9,4,-10,-8,2,4,-6,-5
CC(=O)NC(Cc1ccccc1)C(=O)N1CCN(C(=O)c2ccco2)CC1 (stereo not given),·,7,1,0,2,-16,-21,3,·,23,5
COCCn1c(SC(C)C(=O)NCC2CCCO2)nc2scc(-c3ccc(F)cc3)c2c1=O (stereo not given),-3,-7,1,-7,-16,-3,19,8,10,10,-10

# Filtered by structure: the compounds so far with bromine.
SMILES,NCOA2 inhibitor,ABHD5 PLIN5 PPI,Exocytosis inh,TLR9-MyD88 inh,TWEAK-Fn14 inh,TROY NFkB inh,NR5A2 inv ag,NCOA1 inh,NR2F2 inh,NCOA3 inh,NOD2-RIPK2 inh
FC(F)(F)c1ccccc1Cc1c(-c2ccco2)nc2ccc(Br)cn12,-18,34*,11,·,15,1,27,13,12,0,-9
Fc1ccc2c(c1)C(c1ccncc1)=NNC(c1ccc(Br)cc1)=N2,-19,-1,-5,-9,4,-10,-8,2,4,-6,-5
